# Source: PubChem BioAssay
# HSF1 activator: HSF-1 activators, primary screen, NIH3T3-HGL cells, MG132 stress, luminescence, single point; NIH3T3-HGL HSF-1 luciferase reporter, 8 h; 100% = twice DMSO control signal; activation, % at 9 µM; 1.7% of 300,000 active; AID 504408, 2011;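 active = mean replicate activation of at least 50% with a set share of replicates each reaching 50%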;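 also: 0% = median of the neutral control wells and 100% = twice that signal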
# HSP90 refold inh: HSP90 inhibitors, primary screen, cell lysate, luminescence; Heat shock protein HSP 90 (rabbit reticulocyte lysate; luciferase refolding); Rabbit reticulocyte lysate, luciferase refolding luminescence, 3 h; inhibition, % at 5.6 µM; 0.91% of 290,000 active;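 active = inhibition above the screen-wide mean plus 3 SD, computed separately per campaign, cut at about 16% in these data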;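 also: 0% = DMSO wells and 100% = 60 µM geldanamycin wells; inhibitors lower the luminescence because luciferase stays unfolded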
# aSyn UTR inh: MLPCN primary screen, SNCA 5' untranslated region. alpha-synuclein 5'UTR reporter, inhibitor activity. inhibition, % (tested at 7.5 µM). 0.82% of 300,000 active; in the data active = inhibition above about 60%;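 also: H4 neuroglioblastoma cells stably carrying SNCA 5'UTR luciferase fusion; 0% = DMSO wells and 100% = positive control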
# IEC-6 cytotox: cytotoxicity in IEC-6 intestinal epithelial cells, primary screen, cytotoxicity control for KLF5 inhibitor project, cell-based, luminescence. IEC-6 cytotoxicity, luminescence viability. inhibition, % at 5 µM. 0.78% of 290,000 active; in the data active = inhibition above about 22%;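 also: 0% = plate median of test compound wells and 100% = cytotoxic reference compound wells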
# GSK3beta inhib: human GSK3beta kinase inhibitors, primary screen, biochemical, cell-free homogeneous, HTS; GST-GSK3beta kinase, ADP-Glo luminescence, 60 min; hits give low values; activity score (negative = inhibition), % at 10 µM; AID 2097, 2009; 0.038% of 300,000 active; Glycogen synthase kinase-3 beta (Homo sapiens), P49841;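 active = more than half of replicate wells score below -50%, meaning over 50% inhibition versus plate controls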;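 also: 0% = median DMSO wells and -100% = median GW8510 positive control wells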
# Target sequence (P49841 whole entry, looked up): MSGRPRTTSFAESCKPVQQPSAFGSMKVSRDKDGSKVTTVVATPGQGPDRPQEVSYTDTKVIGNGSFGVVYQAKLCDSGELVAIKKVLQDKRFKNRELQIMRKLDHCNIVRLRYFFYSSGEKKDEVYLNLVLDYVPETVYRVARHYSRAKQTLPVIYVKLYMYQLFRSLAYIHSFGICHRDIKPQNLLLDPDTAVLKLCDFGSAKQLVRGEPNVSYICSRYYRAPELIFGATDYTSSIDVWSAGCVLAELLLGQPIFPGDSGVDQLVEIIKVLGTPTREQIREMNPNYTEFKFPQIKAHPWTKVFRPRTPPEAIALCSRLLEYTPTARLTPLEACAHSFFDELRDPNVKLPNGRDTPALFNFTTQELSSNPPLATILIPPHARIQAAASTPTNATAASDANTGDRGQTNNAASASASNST
#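 Test system: GST-fused GSK3beta enzyme, cell-free | Quantity: 1.6 ng GST-GSK3beta enzyme per well | Reagent: 25 µM ATP with peptide substrate | Schedule: 60 min enzyme reaction, room temperature | Signal: Luminescent ADP-Glo measurement of ADP formed | Read-out basis: Score relative to plate controls | Control set: DMSO and 20 µM GW8510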
# GSK3A inh: blockers of GSK3A enzyme activity – biochemical, luminescence, cell-free homogeneous, HTS, primary screen | 0.1% of 320,000 active | GSK-3 alpha kinase, ADP-Glo luminescence, 60 min | inhibition, % at 10 µM | AID 2650, 2010;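 in the data active = inhibition above about 50%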;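 also: GST-tagged GSK-3 alpha with peptide substrate and 25 µM ATP; 0% = DMSO neutral wells and 100% = GW8510 positive control wells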
# Target sequence (P49840 whole entry, looked up): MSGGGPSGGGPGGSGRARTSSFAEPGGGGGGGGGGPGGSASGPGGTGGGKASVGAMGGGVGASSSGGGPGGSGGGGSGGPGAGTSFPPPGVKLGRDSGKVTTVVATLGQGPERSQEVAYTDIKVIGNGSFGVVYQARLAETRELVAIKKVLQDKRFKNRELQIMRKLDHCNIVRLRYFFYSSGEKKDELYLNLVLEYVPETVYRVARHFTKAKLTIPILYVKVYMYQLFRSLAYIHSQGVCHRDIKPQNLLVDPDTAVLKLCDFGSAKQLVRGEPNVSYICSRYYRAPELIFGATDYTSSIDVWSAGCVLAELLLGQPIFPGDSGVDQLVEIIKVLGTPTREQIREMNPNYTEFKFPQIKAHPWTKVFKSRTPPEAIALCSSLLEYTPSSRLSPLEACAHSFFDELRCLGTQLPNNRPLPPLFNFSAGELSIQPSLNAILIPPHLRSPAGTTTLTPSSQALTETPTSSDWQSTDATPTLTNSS
# HIF act: HIF pathway transcriptional activators, primary screen, cell-based, U2OS HRE-luciferase, luminescence; U2OS HRE-luciferase reporter; normalized: DMSO 0%, desferrioxamine 100%; activation, % at 7.5 µM (by protocol); 0.32% of 300,000 active; AID 1910, 2009;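 active = mean activation of at least 10% of the iron chelator positive control signal, with at least half of replicates also reaching 10%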
# AI-2 QS modul: Vibrio harveyi AI-2 quorum sensing modulators, primary screen, JMH597 strain, luminescence/OD600 ratio. activity change, % at 7.5 µM. 0.4% of 300,000 active. Vibrio harveyi JMH597 AI-2 luminescence/OD600 ratio, 9 h; hits give low values; strain lacks LuxN and CqsS sensors; 0 = neutral-control median. AID 2094, 2009; in the data active = activity change below about -75%, passing the limit was not always enough;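 also: luminescence divided by OD600 gain over 9 h not by final OD600 alone; inactives centre near 13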
# HSF1 inhib: HSF1 inhibitors in luciferase reporter cells, primary screen, cell-based, NIH3T3, luminescence | NIH3T3-HGL HSE-luciferase, MG132-induced, luminescence 8 h; hits give low values | activity change, negative = inhibition, % at 7.5 µM (by protocol) | 0.77% of 300,000 active | AID 2098, 2009;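 active = more than half of replicate wells show activity change below -50%, luminescence cut by over half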;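 also: luciferase reports HSF-1 transcriptional activity via heat shock element; 0% = median of DMSO wells and -100% = zero luminescence signal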
# KLF5 inh: KLF5 expression inhibitors, primary screen, DLD-1 cells, luminescence; 0.23% of 290,000 active; inhibition, % at 5 µM; DLD-1 KLF5 promoter-luciferase reporter;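 active = inhibition above a per-plate limit of that plate's mean compound inhibition plus 3 SD, cut at about 60% in these data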;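 also: 0% = DMSO wells and 100% = LY294002 at 200 µM; higher means less KLF5 promoter-driven luciferase light; inactives centre near -14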
# Starred values were filed as active, the others as inactive; . = no result given.
[1] O=C(NCc1ccncc1)C1CCN(S(=O)(=O)c2ccc(F)cc2)CC1
[2] Cc1cc2c(NC(=O)Nc3ccccc3)cccc2nn1
[3] Cc1ccc(Sc2ncccc2N)cc1
[4] COc1ccc2nc(NC(=O)C3CCN(C(=O)c4ccco4)CC3)sc2c1
[5] Cc1ccc(OCC(=O)N/N=C/c2ccncc2)cc1

screen / no.	1	2	3	4	5
aSyn UTR inh	8	2	13	-73	32
HSP90 refold inh	3	10	.	-1	1
AI-2 QS modul	15	-1	-2	-4	-60
HSF1 inhib	-1	5	2	0	-4
IEC-6 cytotox	6	2	.	-7	8
GSK3A inh	0	0	2	10	1
KLF5 inh	-4	9	.	-94	-12
HSF1 activator	26	4	4	-14	-20
HIF act	1.1	-1.0	-0.2	4.0	0.1
GSK3beta inhib	-2	-3	2	-3	-1

# Overlap with the part before: 4 entries, then new ones.
[2] Cc1cc2c(NC(=O)Nc3ccccc3)cccc2nn1
[3] Cc1ccc(Sc2ncccc2N)cc1
[4] COc1ccc2nc(NC(=O)C3CCN(C(=O)c4ccco4)CC3)sc2c1
[5] Cc1ccc(OCC(=O)N/N=C/c2ccncc2)cc1
[6] Nc1nonc1N/N=C\c1ccccc1
[7] O=C(c1ccccc1S(=O)(=O)NCc1ccccc1)N1CCCCC1
[8] N#Cc1ccccc1Sc1ccccc1C(=O)OCC(=O)N1CCN(C(=O)c2ccco2)CC1
[9] CC(C)Nc1ccc(C(CC(N)=O)NC(=O)Cc2ccc(Br)cc2)cc1[N+](=O)[O-] (stereo not drawn)
[10] O=C(Nc1ccccc1C(=O)O)/C(=C/c1ccc(Cl)cc1Cl)NC(=O)c1ccco1

screen / no.	2	3	4	5	6	7	8	9	10
aSyn UTR inh	2	13	-73	32	20	18	17	1	-14
HSP90 refold inh	10	.	-1	1	-3	.	2	.	-1
AI-2 QS modul	-1	-2	-4	-60	14	16	3	16	19
HSF1 inhib	5	2	0	-4	0	2	2	-3	0
IEC-6 cytotox	2	.	-7	8	5	.	-2	.	2
GSK3A inh	0	2	10	1	3	-2	4	8	-3
KLF5 inh	9	.	-94	-12	-8	.	11	.	2
HSF1 activator	4	4	-14	-20	5	-3	8	0	3
HIF act	-1.0	-0.2	4.0	0.1	0.1	.	-0.2	1.0	0.1
GSK3beta inhib	-3	2	-3	-1	0	0	0	0	4

[11] O=C(CN1CCNCC1)NCCSc1ccc(Cl)cc1
[12] CCOC(=O)c1cc(C#N)c(Oc2ccc(F)cc2)nc1-c1ccccc1
[13] CCN(CC)c1nc(-c2ccccc2)cc(C(F)(F)F)c1C#N
[14] O=C(NCc1ccccc1Cl)C1CCN(S(=O)(=O)c2cccs2)CC1
[15] CNC(C)c1cc(OC)ccc1OC (stereo not drawn)

screen / no.	11	12	13	14	15
aSyn UTR inh	-11	10	-14	3	-10
HSP90 refold inh	-2	2	-2	-2	0
AI-2 QS modul	6	39	22	.	43
HSF1 inhib	-2	0	-2	-11	-2
IEC-6 cytotox	4	3	4	2	7
GSK3A inh	2	-4	3	-3	-1
KLF5 inh	-32	15	28	11	-3
HSF1 activator	-2	12	-12	8	-8
HIF act	0.2	-0.5	0.4	-0.8	0.4
GSK3beta inhib	2	0	-1	.	5

[16] COC(=O)c1ccccc1NC(=O)c1nc2nc(C)cc(C)n2n1
[17] O=C1[C@@H]2Cc3c([nH]c4ccccc34)CN2C(=O)CN1CCCCCO
[18] O=C1CC(c2ccccc2)C(=O)N1c1cccc(O)c1 (stereo not drawn)
[19] C=CCn1c2ccccc2c2n[nH]c(=S)nc21
[20] COc1ccc2c3c([nH]c2c1)C(C)N(CCC(=O)NN)CC3 (stereo not drawn)

screen / no.	16	17	18	19	20
aSyn UTR inh	12	2	-6	48	10
HSP90 refold inh	1	2	-1	-3	2
AI-2 QS modul	45	7	5	10	8
HSF1 inhib	0	-2	-4	-3	1
IEC-6 cytotox	-2	7	4	-4	4
GSK3A inh	1	-2	0	1	0
KLF5 inh	11	-20	-3	-20	-22
HSF1 activator	1	-4	-4	-17	16
HIF act	-0.2	0.6	-0.3	-0.9	1.4
GSK3beta inhib	0	-9	-2	3	4

[21] O=C(Nc1ccc(C(F)(F)F)cc1Cl)c1ccc(Cn2cc(Br)cn2)o1
[22] O=C(N/N=C/c1ccc[nH]1)c1ccc(O)cc1
[23] Cc1ccccc1OCCCC(=O)Nc1ccccc1C(F)(F)F
[24] CC(C)CN1C(=O)/C(=C/c2cccs2)NC1=S
[25] CCOC(=O)/C=C1\CN(Cc2cc(OC)c(OC)c(OC)c2)S(=O)(=O)c2ccccc21

screen / no.	21	22	23	24	25
aSyn UTR inh	-6	-56	1	3	15
HSP90 refold inh	3	2	0	-3	-2
AI-2 QS modul	27	29	38	7	-2
HSF1 inhib	2	2	38	1	0
IEC-6 cytotox	-3	-2	-3	-1	3
GSK3A inh	-2	0	-1	0	0
KLF5 inh	10	-16	-8	-27	-30
HSF1 activator	-10	41	91*	0	-6
HIF act	-0.1	-0.6	-23	-1.2	-1.5
GSK3beta inhib	2	-4	-1	-4	-3

[26] Cc1noc(C)c1COC(=O)CN(C)S(=O)(=O)c1ccc(Cl)cc1
[27] CC1CCN(CCNC(=S)Nc2ccc(Cl)cc2)CC1
[28] COc1cc(OC)cc(C(=O)NC2CC3CCC(C2)N3Cc2ccco2)c1 (stereo not drawn)
[29] O=C(NC1CCC1)C1CCC(=O)N(Cc2cccc(F)c2)C1 (stereo not drawn)
[30] CCOC(=O)c1c(C)[nH]c(C)c1-c1ccccc1OC

screen / no.	26	27	28	29	30
aSyn UTR inh	-7	-3	5	-4	20
HSP90 refold inh	-6	-3	1	-1	2
AI-2 QS modul	1	1	29	30	-2
HSF1 inhib	12	5	-1	-1	13
IEC-6 cytotox	-9	-5	-3	3	-2
GSK3A inh	-2	-2	.	-1	-4
KLF5 inh	-26	-19	-6	-10	-5
HSF1 activator	30	19	-1	3	29
HIF act	0.1	-16	0.5	0.5	-0.1
GSK3beta inhib	0	-1	-3	3	-4

# Quoted from the listing:
# no. 19 – KLF5 inh: -20
# no. 14 – HSF1 activator: 8
# no. 10 – GSK3beta inhib: 4
# no. 20 – GSK3A inh: 0

# (list continues)
[31] CCOC(=O)N1CCN(c2c(NCCc3ccc(OC)c(OC)c3)c(=O)c2=O)CC1
[32] COc1ccc(OC)c(S(=O)(=O)Nc2cccc3ccccc23)c1
[33] O=C(O)c1cc2c(ccc3ccccc32)[nH]1
[34] CSCCCNC(=S)N1CCN(S(=O)(=O)c2cccc(C(F)(F)F)c2)CC1
[35] COc1cc(CN2CCN(Cc3ccc([N+](=O)[O-])cc3)CC2)c([N+](=O)[O-])cc1OC

screen / no.	31	32	33	34	35
aSyn UTR inh	-10	14	-5	4	12
HSP90 refold inh	1	.	-1	1	-1
AI-2 QS modul	-1	10	-4	9	16
HSF1 inhib	-3	2	-1	1	0
IEC-6 cytotox	1	.	-8	3	-1
GSK3A inh	0	1	-3	2	.
KLF5 inh	-14	.	-19	-19	-6
HSF1 activator	13	-1	10	4	8
HIF act	-0.2	-1.6	-16	0.2	-0.1
GSK3beta inhib	3	2	4	3	0

# Full records from above. Order of values: aSyn UTR inh	HSP90 refold inh	AI-2 QS modul	HSF1 inhib	IEC-6 cytotox	GSK3A inh	KLF5 inh	HSF1 activator	HIF act	GSK3beta inhib
# CCOC(=O)N1CCN(c2c(NCCc3ccc(OC)c(OC)c3)c(=O)c2=O)CC1 reads -10	1	-1	-3	1	0	-14	13	-0.2	3
# CSCCCNC(=S)N1CCN(S(=O)(=O)c2cccc(C(F)(F)F)c2)CC1 reads 4	1	9	1	3	2	-19	4	0.2	3
# COc1ccc(OC)c(S(=O)(=O)Nc2cccc3ccccc23)c1 reads 14	.	10	2	.	1	.	-1	-1.6	2

# Next entries follow.
[36] Cc1ccc(NC(=O)CCc2ccc(C)o2)c(C)c1
[37] COCCNC(=O)c1onc(CSc2ccccc2)c1C(=O)NCCOC
[38] CCCCNS(=O)(=O)c1ccc2nc(SCC(=O)Nc3ccccc3)[nH]c2c1
[39] O=C(COC(=O)/C=C/c1ccc(C(F)(F)F)cc1)NC1CCCC1
[40] CC(C)CC(=O)NC1(C(F)(F)F)C(=O)Nc2c1c(=O)[nH]c(=O)n2Cc1ccco1 (stereo not drawn)

screen / no.	36	37	38	39	40
aSyn UTR inh	-1	-2	26	-2	0
HSP90 refold inh	1	.	2	4	-1
AI-2 QS modul	19	10	-19	9	6
HSF1 inhib	8	6	2	-10	-2
IEC-6 cytotox	2	.	6	-2	-12
GSK3A inh	1	0	3	-2	-9
KLF5 inh	-9	.	-2	-31	-11
HSF1 activator	32	4	-11	6	-2
HIF act	1.2	0.1	-1.4	-0.3	-0.4
GSK3beta inhib	0	2	-1	5	2

[41] CC(C)(C)NC(=O)CN(Cc1cccs1)C(=O)CCC(=O)Nc1nccs1
[42] O=C1c2ccccc2C(=O)N1CCC(=O)N1CCCc2ccccc21
[43] Cn1nnc(NC(=O)CSc2ccc(Cl)cc2)n1
[44] COc1ccc(C2CCCN2C(=S)Nc2ccc(C)c(C)c2)cc1OC (stereo not drawn)
[45] CC(=O)Nc1cccc(/C(C)=N/NC(=O)c2c(-c3ccccc3Cl)noc2C)c1
[46] O=c1oc2cc(OCc3ccc(F)cc3F)ccc2cc1-c1ccccn1
[47] COc1ccc(-n2nnnc2SCC(=O)NCc2ccco2)cc1OC
[48] CCOC(=O)c1cnc2nc(COc3ccccc3)[nH]n2c1=O

screen / no.	41	42	43	44	45	46	47	48
aSyn UTR inh	-1	-11	-7	19	-26	-101	17	-13
HSP90 refold inh	-1	2	-2	-5	-3	3	1	3
AI-2 QS modul	10	49	17	9	10	-2	9	10
HSF1 inhib	-8	22	12	-4	-2	15	1	-15
IEC-6 cytotox	2	5	0	-1	5	3	4	2
GSK3A inh	11	1	-1	.	2	0	-4	-3
KLF5 inh	-17	-19	-10	-13	-22	-21	0	-24
HSF1 activator	-5	58*	8	10	2	20	1	-4
HIF act	.	0.0	0.1	0.8	-0.4	1.5	0.0	-0.2
GSK3beta inhib	-2	-1	-1	1	2	2	-3	-2
